NIH3T3 tox – kills NIH 3T3 cells. NIH 3T3 viability, CellTiter-Glo ATP luminescence, 48-72 h. Potency, µM (highest dose often 96.7 µM), for the others: top-dose activity change, negative = cytotoxicity, most hits filed as inhibitors. actives 4.3% (n = 94,000). AID 1345082; note: potency is the fitted concentration of half-maximal effect; nearly all actives have a fitted effect of over 55% in size
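Viability of NIH 3T3 cells after 48 or 72 hr compound treatment at 37 °C was assessed by CellTiter-Glo, with luminescence imaged following a 10 min room-temperature step.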
Luciferase inh – inhibitors of firefly (Photinus pyralis) luciferase; Potency, µM (titrated, usually from 115 µM), for the others: at the highest dose activity change, negative = inhibition, actives largely listed as inhibitors; P08659; purified P. pyralis luciferase, luminescence, biochemical; actives 2.5% (n = 76,000); AID 1347043; note: potency is the fitted concentration of half-maximal effect; nearly all actives have a fitted effect of over 65% in size
Target sequence (P08659 whole entry, looked up): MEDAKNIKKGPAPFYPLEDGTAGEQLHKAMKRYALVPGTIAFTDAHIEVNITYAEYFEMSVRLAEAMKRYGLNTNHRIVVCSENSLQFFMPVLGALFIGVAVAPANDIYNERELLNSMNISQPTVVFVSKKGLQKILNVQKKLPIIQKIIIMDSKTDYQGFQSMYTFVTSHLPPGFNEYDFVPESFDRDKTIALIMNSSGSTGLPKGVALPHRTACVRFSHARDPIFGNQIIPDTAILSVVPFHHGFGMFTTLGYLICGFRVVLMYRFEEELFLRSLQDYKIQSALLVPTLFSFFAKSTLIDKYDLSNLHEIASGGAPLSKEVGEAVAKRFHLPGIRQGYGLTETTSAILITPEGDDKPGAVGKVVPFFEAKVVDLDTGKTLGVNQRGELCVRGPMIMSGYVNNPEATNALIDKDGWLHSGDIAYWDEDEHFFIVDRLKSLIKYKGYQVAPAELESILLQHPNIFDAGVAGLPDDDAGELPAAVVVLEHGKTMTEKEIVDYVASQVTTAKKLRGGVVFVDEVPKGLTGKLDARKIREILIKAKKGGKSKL
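Luminescence read by CCD imager after adding enzyme (10nM final) to wells holding compound, titrated in qHTS. Substrates 10uM each D-luciferin and ATP; buffer 50mM Tris acetate pH 7.5, 10mM Mg acetate, Tween-20, BSA.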
SNCA viab count – reduces viability of HEK-293 SNCA reporter cells; HEK-293-SNCA-luc viability, GF-AFC fluorescence, 24 h; Potency, µM (doses to about 57.1 µM), for inactives: top-dose activity change, negative = cytotoxicity, actives largely listed as cytotoxic; actives 0.12% (n = 150,000);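 note: potency is the fitted concentration of half-maximal effect; 0% = DMSO-treated cells and -100% = medium-only wells without cells; nearly all actives have a fitted effect of over 30% in size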
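Cytotoxicity counterscreen: after 24 h compound treatment of genome-edited SNCA-luciferase HEK-293 cells, live-cell protease substrate GF-AFC read by fluorescence after 30 min; activity scaled between DMSO (0%) and medium-only (-100%), curves Hill-fitted.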
GPT2 inh – blocks human glutamate pyruvate transaminase 2. Q8TD30. Potency, µM (titrated, usually from 57.7 µM), inactives show at the highest dose activity change, negative = inhibition, hits mostly inhibitors. Recombinant GPT2, coupled pyruvate oxidase/HRP Amplex Red fluorescence. AID 1671188. actives 0.25% (n = 100,000); note: potency is the fitted concentration of half-maximal effect; nearly all actives have a fitted effect of over 60% in size; many of its hits are not listed in these tables
Target sequence (Q8TD30 whole entry, looked up): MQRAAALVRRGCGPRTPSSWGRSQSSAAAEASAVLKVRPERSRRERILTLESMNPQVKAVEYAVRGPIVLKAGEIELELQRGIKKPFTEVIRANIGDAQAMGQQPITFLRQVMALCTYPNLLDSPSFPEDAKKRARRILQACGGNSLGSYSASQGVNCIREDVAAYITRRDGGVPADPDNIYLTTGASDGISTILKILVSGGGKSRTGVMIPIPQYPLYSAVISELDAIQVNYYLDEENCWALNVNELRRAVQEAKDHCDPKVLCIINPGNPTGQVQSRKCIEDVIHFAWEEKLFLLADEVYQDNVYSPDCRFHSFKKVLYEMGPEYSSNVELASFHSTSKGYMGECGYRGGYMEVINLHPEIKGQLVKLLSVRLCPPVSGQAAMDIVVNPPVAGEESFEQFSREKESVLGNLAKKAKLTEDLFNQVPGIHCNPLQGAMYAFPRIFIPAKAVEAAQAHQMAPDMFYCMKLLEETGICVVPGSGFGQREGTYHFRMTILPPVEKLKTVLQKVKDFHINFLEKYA
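Inhibition is scored from Amplex Red fluorescence generated when pyruvate oxidase and HRP act on pyruvate released by GPT2. Reactions contain 10ng/uL enzyme, 250uM a-KG and 2mM L-alanine and run 30 min at room temperature.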
IP6K1 inh – blocks human inositol hexakisphosphate kinase 1; activity change, % (series mostly up to about 58 µM); IP6K1 kinase, ADP-Glo luminescence, 2 h; stronger effect = lower value; Q92551; actives 0.81% (n = 140,000); in the data active = activity change below about -25%
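ADP-Glo luminescence measures ADP made by human IP6K1 during a 2 h RT reaction with ATP/IP6 (mix at 1.3 mM/130 uM); top library doses 57.5 and 19.1 uM final.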
SNCA expr inh – inhibitors of alpha-synuclein (SNCA) gene expression | HEK-293 SNCA-luciferase knock-in, luminescence, 24 h | Potency, µM (highest dose often 57.2 µM), inactives show at the top dose activity change, negative = inhibition, actives largely listed as inhibitors | actives 0.17% (n = 140,000);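 note: potency is the fitted concentration of half-maximal effect; plate controls were DMSO cells for no effect and cell-free wells for full effect; nearly all actives have a fitted effect of over 45% in size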
HEK cytotox – HEK 293 cell cytotoxicity. actives 6.6% (n = 94,000). Potency, µM (highest dose often 115 µM), for the others: top-dose activity change, negative = cytotoxicity, hits mostly inhibitors. HEK 293 viability, ATP luminescence (CellTiter-Glo), 48-72 h; note: potency is the fitted concentration of half-maximal effect; nearly all actives have a fitted effect of over 60% in size
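ATP-coupled CellTiter-Glo luminescence served as viability read-out, recorded 10 min after reagent addition at room temperature. HEK 293 cells, 250 cells/well, had been incubated with pintool-transferred compound for 48 or 72 hr at 37 degree Celsius.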
* = called active by the depositor; i = inactive; ? = inconclusive; . = not tested or not shown; [ ] = remark or other dose. Unless noted, calls come from the whole dose curve; as a rule, active = well fitted curve in the direction sought with a large enough effect; inconclusive = small, poorly fitted or top-dose-only effect, or another doubt; inactive = no such curve, though single readings can be large; an effect the other way counts as inactive or inconclusive. Unless noted, % is set by controls: 0 for no effect and ±100 for the full control effect. Only part of the results is shown. The share of hits here may be higher or lower than overall.

no.	compound	NIH3T3 tox	Luciferase inh	SNCA viab count	GPT2 inh	IP6K1 inh	SNCA expr inh	HEK cytotox
1	O=C([C@@H]1C[C@H](F)CN1C(=O)c1ccsc1)N1CCCCC1	-7%	45%	-1%	i	-10	-13%	-12%
2	Cc1nc2ncnn2c(C)c1CCC(=O)N1CCN(c2ccc(F)cc2)CC1	.	.	-3%	.	11	-26%	.
3	COc1ccc(-c2nnc3c4ccccc4c(-c4ccccc4)nn23)cc1	.	.	4%	.	4	12%	.
4	O=C(Nc1ccc(C(=O)N2CCN(c3ccccc3)CC2)cc1)c1nsc2ccccc12	.	.	0%	.	3	68%[activator]	.
5	CC1=CC2/C=C(\C)CCC3OC(C)(C)OC3CCC(=O)C23C(=O)NC(CC(C)C)C3C1C (stereo unspecified)	.	.	-13%[23.9 µM]	i	-3	.	.
6	COc1ccc(-c2cc3c(ccn3C)c(C(=O)NCc3cccnc3)n2)cc1OC	?	?	-20%[87.6 µM]	-6%[88.5 µM]	0	60%[activator][87.6 µM]	?
7	COCCN1CC(CO)C2(CCN(Cc3ccccc3C(F)(F)F)CC2)C1 (stereo unspecified)	?	-3%	-7%[12.5 µM]	i	6	?	?
8	O=C(NC1CCN(c2nccc(Nc3ccccc3F)n2)CC1)C1CCCC1	?	.	-20%[12.5 µM]	i	-3	-2%	?
9	O=C(NC1CCCC1)N1CCC(C(=O)N2CCC(c3nc4ncccc4[nH]3)CC2)C1 (stereo unspecified)	-25%	.	18%	?	14	-10%	-2%
10	CCc1nc(-c2c3n(c(=O)n(CC(=O)Nc4ccc(F)cc4)c2=O)CCCCC3)no1	-27%	-4%	-6%	i	11	7%	-6%
11	Cc1cccc(C(=O)NCCc2nc3ccccc3n2CCC(C)C)c1	.	.	?	.	-1	-7%	.
12	CCOC(=O)c1c(NC(=O)COc2ccc(CC)cc2)sc2c1CCCC2	.	.	3%	.	8	1%	.
13	Cc1nc(CN2C(=O)OC3(CCN(C(=O)c4cccnc4)CC3)C2(C)c2ccccc2)cs1 (stereo unspecified)	45µM*	-6%	0%	-1%	-15	4%	i
14	CC(=O)N1CCN(c2nc3c(s2)CC(C(=O)NCc2ccccc2C)CC3)CC1 (stereo unspecified)	-23%	3%	-3%	-17%	39	-4%	?
15	COc1ccc(N2CCN(S(=O)(=O)CCNC(=O)c3ccc(C(F)(F)F)cc3)CC2)cc1	.	.	23%	.	-4	3%	.
16	C[C@@H](NS(C)(=O)=O)c1onc(-c2ccc(F)cc2)c1C(=O)O	i	2%[172 µM]	1%[87.6 µM]	-9%[88.5 µM]	14	6%[87.6 µM]	i
17	COc1ccccc1N1CCN([C@@H]2[C@H](O)[C@H](CO)O[C@@H]2CNC(=O)Nc2ccc(F)cc2F)CC1	-18%	-12%	7%	i	-4	-2%	-14%
18	Oc1ccccc1CNC1(Cc2cc(CN3CCOCC3)on2)COC1	-4%[174 µM]	-5%[172 µM]	5%[87.6 µM]	-19%[88.5 µM]	9	41%[activator][87.6 µM]	-17%[172 µM]
19	O=C(O)COCC(=O)N1CC[C@H](C(=O)Nc2cc(Cl)ccc2O)C1	i	-3%[172 µM]	4%[87.6 µM]	?	-2	0%[87.6 µM]	-6%[172 µM]
20	O=C(OCC(O)CO)c1ccccc1Nc1ccnc2cc(Cl)ccc12 (stereo unspecified)	.	.	-7%[23.9 µM]	i	-3	-5%[25.6 µM]	.

Carrying on.
no.	compound	NIH3T3 tox	Luciferase inh	SNCA viab count	GPT2 inh	IP6K1 inh	SNCA expr inh	HEK cytotox
21	O=C(NCC(O)c1ccccc1C(F)(F)F)c1cccc(-n2cnnc2)c1 (stereo unspecified)	1%	-2%	3%	-4%	12	-3%	3%
22	Cc1ccccc1N1Cc2c(NC3CCCCCC3)ncnc2N(C)CC1=O	?	-6%	-14%	-21%	-2	18%	?
23	CCCNc1cc(N2CCC(CCC(=O)NCc3ccccc3Cl)CC2)ncn1	-27%	?	-7%	-9%	22	2.8µM*	?
24	CC(=O)N1CC(C(=O)NCc2ccccc2F)CC(c2cccc(C)c2)C1 (stereo unspecified)	?	-11%	-23%	?	-3	-2%	-27%
25	CCn1nccc1C(=O)N1CCCCCCNC(=O)[C@@H]2CCCC[C@@H]21	-7%	-6%	-11%	i	-2	42%[activator]	1%
26	Cc1csc(NC(=O)c2nc3c(o2)CCN(Cc2cccc(F)c2)CC3)n1	?	2.8µM*	-4%[87.6 µM]	0%[88.5 µM]	7	12%[87.6 µM]	50µM*
27	COc1cccc([C@@H]2CCN(Cc3cn[nH]c3C(=O)O)C[C@H]2O)c1	-7%	1%	-9%	3%	9	6%	0%
28	COc1ccc(-n2c(=O)c3ccc(C(=O)NCc4ccc(C)cc4)cc3n(CC(=O)Nc3ccc(C)cc3)c2=O)cc1	.	.	-9%	.	-1	-6%	.
29	COC(=O)[C@H](NC(=O)C1=C[C@@H](NS(=O)(=O)c2cccc(C(F)(F)F)c2)[C@@H](O)[C@H](O)C1)C(C)C	i	2%	0%	4%	12	6%	?
30	COc1ccccc1N1CCN(C(=O)CN2C(=O)COc3ccc(S(=O)(=O)N4CCCC4)cc32)CC1	.	.	-20%	.	8	-11%	.
31	O=C(c1cccc(Cl)c1)N1CCN(c2ccc3nnc(-c4ccccc4)n3n2)CC1	?	.	.	.	2	.	?
32	CC(=O)N1CCC(C(=O)N2CCC(N3Cc4ccccc4C3=O)CC2)CC1	-18%	.	4%	i	10	-15%	-5%
33	CCC1CCc2nc3sc(C(=O)Nc4ccc(C)cc4)c(N)c3cc2C1 (stereo unspecified)	.	.	6%	.	2	7%	.
34	O=C1c2ccccc2CN1C1CCN(CC2CC2)CC1	i	.	3%[87.6 µM]	2%[88.5 µM]	-17	9%[87.6 µM]	i
35	CN(C)CC1(O)CCC2(CCN(C(=O)c3cccn3C)CC2)CC1	i	9%	-7%	-19%	8	-5%	1%
36	CC(=O)Oc1ccc(C)cc1	.	.	-17%[23.9 µM]	i	-6	-11%[25.6 µM]	.
37	COCC(=O)NCCNC(=O)c1ccc(-c2cncnc2)cc1	-18%[138 µM]	.	.	.	-3	.	-5%[172 µM]
38	CNC(=O)N1CCCC(n2c(C)cnc2-c2ccncc2)C1 (stereo unspecified)	i	8%	-1%	2%	2	-7%	i
39	Cc1cnc(C(=O)N2CCCC(c3nnc4n3CCN(C3CCCC3)C4)C2)cn1 (stereo unspecified)	-9%	.	3%	-18%	-10	?	2%
40	O=C(NCC1CC1)C1CCCN1Cc1ccc(-c2cncnc2)cc1 (stereo unspecified)	-5%	.	5%	-3%	-4	23%	i

Compounds listed so far that contain an NH in an aromatic ring:
no.	compound	NIH3T3 tox	Luciferase inh	SNCA viab count	GPT2 inh	IP6K1 inh	SNCA expr inh	HEK cytotox
9	O=C(NC1CCCC1)N1CCC(C(=O)N2CCC(c3nc4ncccc4[nH]3)CC2)C1 (stereo unspecified)	-25%	.	18%	?	14	-10%	-2%
27	COc1cccc([C@@H]2CCN(Cc3cn[nH]c3C(=O)O)C[C@H]2O)c1	-7%	1%	-9%	3%	9	6%	0%

Other results.
no.	compound	NIH3T3 tox	Luciferase inh	SNCA viab count	GPT2 inh	IP6K1 inh	SNCA expr inh	HEK cytotox
41	c1ccc(Nc2cc3c(cn2)NCCN(Cc2ccccn2)C3)cc1	-18%[138 µM]	0%[172 µM]	-9%[87.6 µM]	-81%[88.5 µM]	3	-2%[87.6 µM]	?
42	CCC1CN(C(=O)N2CCC(C(=O)NCCCc3ccccc3)CC2)c2cc(C)ccc2O1 (stereo unspecified)	.	.	?	.	7	?	.
43	CN1c2cc(C(=O)NCc3ccccc3Br)ccc2C(=O)N2CCCCC21 (stereo unspecified)	-29%	?	18%[12.5 µM]	i	-14	47%[activator]	?
44	CCN(CC)c1nn2c(=O)c(C(=O)NCCc3cccc(C)c3)cnc2s1	.	.	-5%	.	23	-21%	.
45	Cc1ccc2nc(N(Cc3cccnc3)C(=O)c3ccc4c(c3)OCCO4)sc2c1	.	.	0%	.	-1	130%[activator]	.
46	CCCCN(CCC(=O)NCc1ccco1)C(=O)c1cc(C)oc1C	-1%	1%	2%	i	-8	1%	-4%
47	CCN(CC)S(=O)(=O)c1ccc2c(c1)N(CC(=O)Nc1ccc(F)cc1)C(=O)CO2	.	.	?	.	17	-8%	.
48	C[C@@]1(O)CCN(C(=O)c2cccc(F)c2)C[C@H]1N1CCCC1	-23%	3%	-3%	3%	19	15%	-7%
49	CC(=O)Nc1ccc(S(=O)(=O)N2CCC(c3nnc(-c4ccc(C)cc4)o3)CC2)cc1	.	.	?	.	37	?	.
50	COc1ccc(C(=O)N[C@H]2C[C@@H](Cc3cc(-c4ccccc4)on3)C2(C)C)cc1	50µM*	?	?	-9%[88.5 µM]	-8	-22%[87.6 µM]	45µM*
51	CCCCNS(=O)(=O)c1ccc2nc(-c3cccnc3)cc(C(=O)NCCCOCC)c2c1	.	.	2%	.	-12	11%	.
52	Cc1ccc(-c2nc(CCNC(=O)C(=O)Nc3ccc(C)c(Cl)c3)cs2)cc1	.	.	4%	.	-2	-2%	.
53	COc1ccccc1C(=O)N1CCC(CCOc2ccncc2)C1 (stereo unspecified)	?	5%	0%	i	2	-8%	-12%
54	COc1ccc(CC(=O)N[C@H]2CCOC[C@H]2C2CCOCC2)c(OC)c1	0%	-2%	?	-8%	-3	?	i
55	O=C(COc1ccc(-c2nnc3n2CCCC3)cc1)Nc1cccc(Br)c1	?	2%	8%	4%	6	29%	?
56	O=C(NCC1Cn2cccc2CN1Cc1ccccc1)c1n[nH]c2ccccc12 (stereo unspecified)	?	14µM*	-2%	3%	-15	103%[activator]	?
57	N#Cc1cccc(C(=O)N2CCCCCNC(=O)[C@@H]3CCC[C@@H]32)c1	-26%	-7%	-19%	-22%	-1	-27%	5%
58	CS(=O)(=O)N1CCC2(CC1)CN(C(=O)c1ccc(N)nc1)Cc1ccccc1O2	1%	.	0%	2%	7	5%	i
59	C=C(C)[C@@H]1CC[C@]2(C)CC[C@]3(C)C(CCC4[C@@]5(C)CC[C@H](O)C(C)(C)C5CC[C@]43C)C12 (stereo partly specified)	.	.	-24%[23.9 µM]	-8%[27.3 µM]	4	.	.
60	Cc1cccc(CNc2ncncc2-c2nc(-c3ccccc3)no2)c1	4%	-6%	4%	-2%	-1	5%	i

Following part
no.	compound	NIH3T3 tox	Luciferase inh	SNCA viab count	GPT2 inh	IP6K1 inh	SNCA expr inh	HEK cytotox
61	Cc1cnc(CCNC(=O)c2n[nH]c(=O)c3ccccc23)n1C1CCC1	-15%	-2%	10%	i	7	?	0%
62	O=C1c2cnc(-c3ccc(O)c(F)c3)nc2OCCN1Cc1ccccc1	?	22µM*	0%[87.6 µM]	4%[88.5 µM]	-18	?	-28%[172 µM]
63	Cc1ccc(NC(=O)Cn2c(-c3ccc(F)cc3)nc(C)cc2=O)c(C)c1	i	0%	-14%	i	1	5%	11%
64	CN(C)c1ccc(-c2noc(-c3nc(-c4ccc5c(c4)OCO5)no3)n2)cc1	i	-7%	8%	i	-10	-5%	3%
